# Source: PubChem BioAssay (several laboratories)
# TPT1 inhibitor: C. albicans TPT1 enzyme inhibition; recombinant caTPT1, FP RNA substrate dephosphorylation; inhibition, % at 5 µM; 300,000 tested, 0.81% active; AID 1962;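 active = inhibition above the mean of all tested compounds plus 3 SD, set per screening campaign, cut at about 24% in these data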;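 note: plate controls were DMSO alone for no effect and ferristatin control at 100 nM for full effect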
# PP1 counter: counter-screen for PP5 inhibitors: inhibitors of human PP1-alpha. inhibition, % at 6.7 µM. AID 2235. 320,000 tested, 0.9% active. purified PP1alpha, OMFP fluorescence;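 active = inhibition above the mean inhibition of all tested compounds plus 3 SD, computed separately for each screening campaign, cut at about 15% in these data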
# Target sequence (P62136 whole entry, looked up): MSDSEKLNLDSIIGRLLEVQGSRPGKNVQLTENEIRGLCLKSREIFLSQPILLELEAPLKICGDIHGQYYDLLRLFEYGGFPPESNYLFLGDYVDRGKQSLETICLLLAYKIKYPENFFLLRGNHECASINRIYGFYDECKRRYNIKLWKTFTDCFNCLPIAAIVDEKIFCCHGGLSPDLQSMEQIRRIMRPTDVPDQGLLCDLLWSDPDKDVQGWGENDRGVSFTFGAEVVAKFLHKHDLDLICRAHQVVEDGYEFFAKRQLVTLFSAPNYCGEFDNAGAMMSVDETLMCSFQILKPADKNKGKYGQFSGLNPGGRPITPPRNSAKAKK
# ZTA DNA inh: ZTA (EBV) inhibition in EBNA-1 counter-screen; P03206; ZTA-DNA binding, fluorescence polarization; inhibition, % at 11 µM; 320,000 tested, 0.15% active; AID 2234; in the data active = inhibition above about 33%
# Target sequence (P03206 whole entry, looked up): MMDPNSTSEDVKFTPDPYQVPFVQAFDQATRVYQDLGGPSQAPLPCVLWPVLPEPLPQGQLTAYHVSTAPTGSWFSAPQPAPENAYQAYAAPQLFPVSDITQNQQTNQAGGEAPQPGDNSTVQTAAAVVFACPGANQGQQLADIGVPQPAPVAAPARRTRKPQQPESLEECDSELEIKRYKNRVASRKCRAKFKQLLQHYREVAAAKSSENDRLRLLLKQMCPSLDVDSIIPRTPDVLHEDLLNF
# PP5 primary: PP5 (human) phosphatase inhibition. purified PP5c, OMFP substrate fluorescence. inhibition, % at 6.7 µM. 320,000 tested, 0.18% active. AID 1987;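 active = inhibition above the campaign's mean inhibition across all tested compounds plus 3 SD, cut at about 9.5% in these data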;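 note: 0% = DMSO only and 100% = 100 µM cantharidin control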
# core dimer inh: blocks dimerization of HCV core protein. TR-FRET GST/Flag-core106 dimerization, 1536-well. inhibition, % at 5 µM. 300,000 tested, 0.33% active;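 active = inhibition above the mean of all tested compounds plus 3 SD, set per screening campaign, cut at about 45% in these data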
#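 test system = GST/Flag-tagged HCV core106 proteins | probe or stimulus = Eu donor and XL665 acceptor anti-tag antibodies | times = compound-protein-antibody incubation 4 h at 22.5 °C | signal = TR-FRET, excitation 340 nm, emission 617 and 671 nm | measure = percent inhibition of core106 dimerization signal | controls = wells lacking GST-core106 and wells with excess unlabelled core106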
# EBNA-1 inhibitor: blocks EBNA-1 binding to DNA; AID 1950; EBNA-1 DNA binding, fluorescence polarization; inhibition, % at 14.8 µM; 300,000 tested, 0.34% active; in the data active = inhibition above about 28%
# PREPL inh: human PREPL enzyme inhibition; AID 2751; 320,000 tested, 0.68% active; Q4J6C6; inhibition, % at 5.96 µM; recombinant PREPL, fluorescence polarization activity-based probe; in the data active = inhibition above about 43%;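 note: 0% = enzyme with DMSO and 100% = wells lacking enzyme; many of its hits are not listed in these tables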
# Efflux pump inh: antifungal efflux pump inhibition, Nile Red retention; S. cerevisiae Candida pump triplex; 330,000 tested, 0.44% active; inhibition, % at 10 µM; AID 485275;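 active = plate passing quality check with inhibition over a set limit, or well fluorescence over plate mean plus 4 SD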;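 note: Nile Red retained in pooled yeast measured as flow cytometry median fluorescence; 0% = buffer negative control and 100% = Enniatin B positive control; higher means more Nile Red kept so more efflux inhibition; some compounds called inactive have numbers as strong as hits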
# Fh CTSL1 inh: blocks F. hepatica cathepsin L1 in PFM18AAP counter-screen. recombinant F. hepatica cathepsin L1, Z-Leu-Arg-MCA fluorescence. inhibition, % at 5.96 µM. AID 1906. 300,000 tested, 0.49% active;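 active = inhibition above the mean of all tested compounds plus 3 SD, set per screening campaign, cut at about 17% in these data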;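 note: 0% = plate median of test compound wells and 100% = 1 µM Z-Phe-Ala-diazomethylketone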
# * = called active by the depositor; / = not tested or not shown; & = joins results of further samples.
SMILES,TPT1 inhibitor,PP1 counter,ZTA DNA inh,PP5 primary,core dimer inh,EBNA-1 inhibitor,PREPL inh,Efflux pump inh,Fh CTSL1 inh
CCCN(CCC)C(=O)C(CCC(=O)O)NC(=O)c1ccccc1 (stereo unspecified),-2&-1,-2&-2,1&-1,-7.3&2.0,-11&-8,-4&-2,7&14,0.0&0.0,5&2
CN(C)CCOC(=O)C(c1ccccc1)C1(O)CCCC1 (stereo unspecified),1,-2,-1,1.3,14,7,0,-0.1,-3
Cc1ccsc1/C=C/C1=NCCCN1C,-3,-5,-8,-1.4,5,-6,8&-8,0.2&0.0,3
CCOc1ccc(NC(=S)N2CCC(C(O)(c3ccccc3)c3ccccc3)CC2)cc1,0,2,2,2.1,15,1,14,1.2,0
Oc1cc2c(cc1O)C1c3ccc(O)c(O)c3OCC1(O)C2 (stereo unspecified),-3,-2,-4,4.6,-13,-13,8,0.5,-5
O=C(c1ccccc1)c1ccc2n1CCC2C(=O)O (stereo unspecified),0,-3,1,0.1,3,-4,-10,-0.1,-2
COc1c(O)cc2c(c1O)[C@@H]1O[C@H](CO)[C@@H](O)[C@H](O)[C@H]1OC2=O,2,1,-6,-2.3,7,8,0,-0.2,-1
Nc1ncnc(Nc2ccccc2)n1,1,-2,16,1.3,7,3,4,0.0,4
CCOC(=O)Nc1ccc2c(c1)N(C(=O)CCN1CCOCC1)c1ccccc1S2,-2,0,-3,-1.9,-2,5,0,-0.1,2
CCC12CCCN3CCc4c(n(c5ccccc45)C(O)(C(=O)OC)C1)C32 (stereo unspecified),-1,-6,3,2.8,5,-2,10,-0.2,-1
CN(C)CCC[C@@]1(c2ccc(F)cc2)OCc2cc(C#N)ccc21,-2,3,-6,-0.5,-2,5,-1,0.0,-1
O=C(O)CCCCCCCC(=O)O,-5,3,9,3.4,-5,2,1,-0.1,-1
CN1CCN(c2c(F)cc3c(=O)c(C(=O)O)cn4c3c2SCC4)CC1,-4&-3,4&7,18&5,-4.2&-0.4,5&1,-2&10,12&0,-0.1&-0.1,1&-3
COc1cc(C(=O)NCCCCCC(=O)O)cc(OC)c1OC,-2,2,0,-0.5,-1,8,8,0.1,1
O=C1c2c(O)cccc2C(C2OC(CO)[C@@H](O)[C@H](O)[C@H]2O)c2cc(CO)cc(O)c21 (stereo partly specified),/,-1,-7,1.6,/,/,13,-0.2,/
COc1cc2c(c(OC)c1OC)-c1c(cc(OC)c(OC)c1OC)C[C@H](C)[C@H](C)C2,-5,0,0,3.8,4,-1,1,0.3,0
COc1cc(NC(=O)c2cc(C3CC3)on2)c(OC)cc1Cl,-1,5,-5,3.1,-1,3,-4,0.1,-1
C[C@H]1c2cccc(O)c2C(O)=C2C(=O)[C@]3(O)C(O)=C(C(N)=O)C(=O)[C@@H](N(C)C)[C@@H]3[C@@H](O)[C@@H]21,-2,4,-23,2.1,-9,-9,18,-0.1,-4
CCCCOC(=O)c1ccc(N)cc1,-1,-7,8,-0.7,2,-1,-1,-0.1,-1
CCN(CC)S(=O)(=O)c1ccc(C(=O)O)cc1,-1,-3,5,0.1,9,4,0,0.0,-2
O=C(NCCN1CCOCC1)c1ccc(Cl)cc1,-1,-3,13,2.4,7,2,4,-0.1,8
CN1CCN(CCCN2c3ccccc3Sc3ccc(S(=O)(=O)N(C)C)cc32)CC1,-1,0,9,-1.0,-21,11,32,0.0,1
CCCc1cc(C(N)=S)ccn1,-4,-1,-21,-7.2,-9,-12,-1,0.1,-5
CC[C@]12CCCN3CCc4c(n(c5ccccc45)[C@@](O)(C(=O)OC)C1)[C@@H]32,1,-2,-3,6.0,-3,-7,13,0.3,-3
CCOC(=O)Nc1ccc(NCc2ccc(F)cc2)nc1N,7,1,9,2.1,-6,-1,28,-0.1,0
C#C[C@]1(O)CC[C@H]2[C@@H]3CCC4=CC(=O)CC[C@@H]4[C@H]3CC[C@@]21CC,-2&3,2&-4,-7&21,0.7&1.6,4&-4,1&-2,-6&10,0.1&0.1,-3&3
CN=C(N)NC(=O)Nc1c(C)cccc1C,-1,-2,-4,-0.1,-2,0,3,0.0,-7
Nc1cc(=O)[nH]c(N)n1,1,4,5,0.9,-3,0,8,-0.1,-1
CCN(CC)CCOC(=O)C(c1ccccc1)c1ccccc1,-3,-2,-3,4.1,-12,-4,6,-0.1,-1
C[C@]12CC[C@H]3C(=CCc4cc(O)ccc43)[C@@H]1CCC2=O,-3,-1,8,2.1,-1,-2,-8,0.0,-1
COc1ccc(S(=O)(=O)Nc2nnc(CC(C)C)s2)cc1,0,-2,3,1.9,-1,-1,13,-0.1,-1
COc1ccc(Sc2ccc(NC(=O)c3ccccc3Cl)cc2C#N)cc1,0,3,-1,3.6,32,-4,-1,0.1,1
CC1(C)Oc2ccc(C#N)cc2[C@@H](N2CCCC2=O)[C@@H]1O,-4,1,-6,-0.4,-7,-4,10,-0.1,-2
C/C=C(/C)C(=O)O[C@@H]1c2cc3c(c4c2[C@@]2(CO4)C(=O)C(OC)=C(OC)C=C2C[C@@H](C)[C@H]1C)OCO3,-3,-3,4,-0.7,-1,7,4,-0.2,1
CN1CCC(=C2c3ccccc3CC(=O)c3sccc32)CC1,-1&0,-3&-1,10&1,-0.5&-0.7,1&-4,5&8,-4&-2,0.1&0.2,-2&2
OCC(O)CN1CCN(c2ccccc2)CC1 (stereo unspecified),1,-2,7,2.8,-4,0,0,0.0,3
COc1cc(C)nc(-n2nc(C)cc2OC)n1,2,-1,-1,1.2,5,4,-6,0.0,2
Cc1oncc1C(=O)Nc1ccc(C(F)(F)F)cc1,-1,-2,1,5.1,2,1,-1,0.0,-5
C[C@@H]1C[C@H]2[C@@H]3C[C@H](F)C4=CC(=O)C(Cl)=C[C@]4(C)[C@@]3(F)[C@@H](O)C[C@]2(C)[C@@]1(O)C(=O)CO,-2,-2,-6,-1.4,4,2,-3,0.0,1
CC(=O)O[C@@]12CO[C@@H]1C[C@H](O)[C@@]1(C)C(=O)[C@H](O)C3=C(C)[C@@H](OC(=O)[C@H](O)[C@@H](NC(=O)OC(C)(C)C)c4ccccc4)C[C@](O)([C@@H](OC(=O)c4ccccc4)[C@H]21)C3(C)C,-5,-1,-2,-1.1,7,13,-1,0.0,3
CCC(Cc1c(I)cc(I)c(N)c1I)C(=O)O (stereo unspecified),-2,-2,19,3.8,3,-2,2,0.1,-1
CC(=O)N(CC(O)CO)c1c(I)c(C(=O)NCC(O)CO)c(I)c(C(=O)NCC(O)CO)c1I (stereo unspecified),-1,-2,-21,2.2,-7,-6,9,-0.4,1
CC1CCc2c(N3CCC(O)CC3)c(F)cc3c(=O)c(C(=O)O)cn1c23 (stereo unspecified),-1,4,10,-0.1,10,10,-4,-0.1,6
C[C@H]1c2cccc(O)c2C(O)=C2C(=O)C3(O)C(O)=C(C(N)=O)C(=O)[C@@H](N(C)C)[C@@H]3[C@@H](O)[C@@H]21 (stereo partly specified),-1,2,-10,3.0,-1,5,-10,-0.1,1
CC(C)(C(=O)c1cccnc1)c1cccnc1,-1,1,5,-1.9,-6,6,-5,0.0,-6
O=C1CCc2cc(OCCCCc3nnnn3C3CCCCC3)ccc2N1,0,2,11,-1.3,14,2,-2,-0.2,1

# Entries shown so far with a COOH group, in the order listed:
SMILES,TPT1 inhibitor,PP1 counter,ZTA DNA inh,PP5 primary,core dimer inh,EBNA-1 inhibitor,PREPL inh,Efflux pump inh,Fh CTSL1 inh
CCCN(CCC)C(=O)C(CCC(=O)O)NC(=O)c1ccccc1 (stereo unspecified),-2&-1,-2&-2,1&-1,-7.3&2.0,-11&-8,-4&-2,7&14,0.0&0.0,5&2
O=C(c1ccccc1)c1ccc2n1CCC2C(=O)O (stereo unspecified),0,-3,1,0.1,3,-4,-10,-0.1,-2
O=C(O)CCCCCCCC(=O)O,-5,3,9,3.4,-5,2,1,-0.1,-1
CN1CCN(c2c(F)cc3c(=O)c(C(=O)O)cn4c3c2SCC4)CC1,-4&-3,4&7,18&5,-4.2&-0.4,5&1,-2&10,12&0,-0.1&-0.1,1&-3
COc1cc(C(=O)NCCCCCC(=O)O)cc(OC)c1OC,-2,2,0,-0.5,-1,8,8,0.1,1
CCN(CC)S(=O)(=O)c1ccc(C(=O)O)cc1,-1,-3,5,0.1,9,4,0,0.0,-2
CCC(Cc1c(I)cc(I)c(N)c1I)C(=O)O (stereo unspecified),-2,-2,19,3.8,3,-2,2,0.1,-1
CC1CCc2c(N3CCC(O)CC3)c(F)cc3c(=O)c(C(=O)O)cn1c23 (stereo unspecified),-1,4,10,-0.1,10,10,-4,-0.1,6

# A portion of the library; rates above refer to the full screens.
